# Screening data (PubChem)
# Statin myotox sup: protects C2C12 myotubes from simvastatin toxicity; ATP luminescence, 48 h; scaled: DMSO 0, geranylgeraniol control 100; 330,000 compounds, 0.78% hits; rescue of ATP level, % at 7.49 µM;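 active means mean ATP rescue above about 67%, or every replicate alone reaching that limit, limit read from the data, passing the limit was not always enough; inconclusive means no clear call, values can overlap the other calls; inactive means mean under the limit and some replicate under it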;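 further: myotubes were challenged with 10 µM simvastatin during compound exposure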
# SIRT5 block: inhibitors of human sirtuin-5 desuccinylase; inhibition, % at 15 µM; Purified SirT5, succinyl-peptide AMC, trypsin-coupled fluorescence; Q9NXA8; 330,000 compounds, 1.1% hits; AID 652115; in the data active means inhibition above about 15%; inconclusive means no clear call, values can overlap the other calls
# Target sequence (Q9NXA8 whole entry, looked up): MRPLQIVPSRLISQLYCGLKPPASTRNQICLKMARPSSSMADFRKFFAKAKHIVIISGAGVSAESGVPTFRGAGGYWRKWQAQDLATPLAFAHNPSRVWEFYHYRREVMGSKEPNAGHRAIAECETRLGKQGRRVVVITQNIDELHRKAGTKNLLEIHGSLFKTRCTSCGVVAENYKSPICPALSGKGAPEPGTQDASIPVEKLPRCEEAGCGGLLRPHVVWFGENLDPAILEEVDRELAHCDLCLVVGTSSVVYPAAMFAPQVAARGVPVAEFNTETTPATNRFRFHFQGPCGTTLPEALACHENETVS
# ERp5 block: ERp5 (human) disulfide isomerase inhibition. ERp5 insulin aggregation, absorbance 650 nm, 90 min. 350,000 compounds, 0.05% hits. AID 651711. Q15084. inhibition, % at 9.99 µM;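 active means mean replicate inhibition above about 25%, with every replicate also reaching it, limit read from the data, passing the limit was not always enough; inconclusive means only one of those two criteria met; inactive means neither criterion met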
# Target sequence (Q15084 whole entry, looked up): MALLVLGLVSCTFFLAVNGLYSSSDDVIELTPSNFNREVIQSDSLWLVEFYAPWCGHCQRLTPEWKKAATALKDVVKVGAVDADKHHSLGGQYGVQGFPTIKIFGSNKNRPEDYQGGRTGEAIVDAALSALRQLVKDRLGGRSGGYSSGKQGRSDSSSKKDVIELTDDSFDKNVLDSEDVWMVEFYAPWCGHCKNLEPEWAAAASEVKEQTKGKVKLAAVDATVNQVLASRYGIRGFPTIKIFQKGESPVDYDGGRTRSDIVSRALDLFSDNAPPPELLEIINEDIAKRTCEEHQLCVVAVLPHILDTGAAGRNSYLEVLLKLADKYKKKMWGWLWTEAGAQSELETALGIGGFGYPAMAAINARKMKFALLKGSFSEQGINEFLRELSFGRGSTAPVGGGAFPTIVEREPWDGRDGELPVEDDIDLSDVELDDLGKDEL
# DENV2 CPE: inhibitors of DENV2 cytopathic effect; CPE inhibition, % at 9.99 µM; DENV2-infected cells, cytopathic effect rescue, plate reader; 350,000 compounds, 1.7% hits; in the data active means CPE inhibition above about 20%, passing the limit was not always enough; inconclusive means no clear call, values can overlap the other calls; tested in BHK-21 cells;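 further: 0% = median of neutral control wells and 100% = median of positive control wells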
# E-selectin induc: E-selectin induction on HUVECs | HUVEC E-selectin immunofluorescence imaging; normalized: neutral wells 0, TNF-alpha wells 100 | 260,000 compounds, 0.37% hits | activation, % at 7.58 µM | AID 686992 | P16581;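 active means mean E-selectin-positive cell signal at least 10% of the positive control, reached in at least 60% of replicates, without over 20% cell loss; inconclusive means no rule given, readout overlaps actives, possibly toxicity-flagged; inactive means the rest, including those meeting only one limit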;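 further: in these data hits start at about 27%; measured in HUVEC primary endothelial cells; signal is the percent of cells scored E-selectin positive by PE staining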
#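 System: HUVEC, human umbilical vein endothelial cells; quantity: 3,000 cells/well; buffer or medium: EGM-2 medium, gelatin-coated wells; dosing: single-point compound dose; detection: immunofluorescence imaging; evaluation: % PE-positive cells; benchmarks: TNF-alpha, DMSO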
# PglD inh: blocks C. jejuni PglD acetyltransferase activity | purified PglD enzyme, DTNB colorimetric CoA detection | AID 602405 | inhibition, % at 12.5 µM | 360,000 compounds, 0.098% hits; in the data active means inhibition above about 16%, passing the limit was not always enough; inconclusive means no clear call, values can overlap the other calls; further: strong numbers were not always called active
# S100A4 inh HTS: blocks human S100A4 binding to myosin IIA peptide. P26447. S100A4/TAMRA-MyoIIA peptide fluorescence polarization. inhibition, % at 10.7 µM. 360,000 compounds, 0.14% hits;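 active means mean inhibition of at least 70% across replicates, with every replicate also reaching that level; inconclusive means mean inhibition reaches 70% but some replicates fall short; inactive means mean inhibition below 70%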
# Target sequence (P26447 whole entry, looked up): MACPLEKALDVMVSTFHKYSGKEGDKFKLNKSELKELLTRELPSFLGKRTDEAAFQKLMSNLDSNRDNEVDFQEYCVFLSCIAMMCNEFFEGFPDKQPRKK
#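 incubation = readout 5 min after mixing, signal stable up to 60 min | system = S100A4 monomer protein | buffer or medium = HEPES pH 7.2 with CaCl2, KCl, NaCl, DTT, Triton | benchmarks = neutral control DMSO, positive control TFP | also added = fluorescent myosin IIA peptide, 5 nM | compound dosing = one concentration per compound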
# Active calls of the source: *; ? = inconclusive; / = no result given; & = joins results of further samples. The list is partial; the hit share may differ from the screen's.
SMILES,Statin myotox sup,SIRT5 block,ERp5 block,DENV2 CPE,E-selectin induc,PglD inh,S100A4 inh HTS
COc1ccc(NC(=O)CN2C(=O)c3ccccc3S2(=O)=O)cc1OC,-6,0,1,-1,0.1,1,-1
CCOc1ccc(NC(=O)CSc2nc3ccsc3c(=O)n2Cc2ccc(C(=O)O)cc2)cc1,-2,/,3,3,0.0,-2,-3
COc1ccc(N(CC(=O)N2CCc3ccccc3C2)S(=O)(=O)c2ccccc2)cc1,-3,2,1,2,/,9,-1
Nc1nnc(SCC(=O)NC2CCCc3ccccc32)s1 (configuration not stated),/,-3,0,14,0.2,/,-2
COc1ccccc1N1CCN(C2CCC(C)CC2)CC1 (configuration not stated),-4,/,-1,9,/,-8,-1
Cc1ccc(/C=C(\NC(=O)c2ccccc2)C(=O)N2CCCC2C(=O)O)cc1 (configuration not stated),/,/,-3,3,0.1,/,-2
Cc1noc(C)c1NC(=O)N(C)C[C@@H]1Oc2ccc(NS(=O)(=O)c3ccccc3)cc2C(=O)N([C@H](C)CO)C[C@@H]1C,-10,-11,3,4,-0.2,-2,-4
CC(C)C1=CC(=Nc2ccc(S(N)(=O)=O)cc2)C=C(C(C)C)C1=O,-1,0,5,-7,/,4,-4
CCOC(CNC(=O)c1cc2c(=O)n(CC)c3ccccc3c2s1)OCC,1,-4,1,14,-0.1,7,-3
Cc1cccc(C(=O)NCC(=O)N2CCN(S(=O)(=O)c3cc(C)ccc3C)CC2)c1,11,0,1,0,-1.4,/,1
C[C@H]1CN([C@@H](C)CO)C(=O)c2cc(NC(=O)C3CCCCC3)ccc2O[C@H]1CN(C)C(=O)NC1CCCCC1,-12,-2,-3,3,-0.1,2,-26
C[C@]12CCC(=O)C=C1C=CC1C2CC[C@@]2(C)C1CC[C@@]21CCC(=O)O1 (some centres not stated),2,/,-2,1,0.3,-2,-4
Cc1cccc(S(=O)(=O)N2CCCCN3[C@H](CO)[C@@H](c4ccc(C#CC(C)C)cc4)[C@@H]3C2)c1,/,-4,-5,-18,-0.9,14,0
CCc1ccc(NC(=O)CSc2nc(CSc3ccc(C)cc3)cc(=O)[nH]2)cc1,/,0,1,5,2.0,/,5
Cc1ccccc1NC(=O)Cn1c(C)nc2ccc(N)cc2c1=O,5,-10,7,/,/,1,-7
COc1ccc2c3c([nH]c2c1)[C@H](CO)N(CC1CC1)CC31CCN(C(=O)c2ccccc2F)CC1,/,5,-1,8,-0.3,/,-8
CCc1ccc2c(CN3CCN(Cc4ccccc4)CC3)cc(=O)oc2c1,-19,-1,0,-6,/,-6,6
CC(=NNC(=S)N1CCN(c2ccccn2)CC1)c1ccccn1,/,-2,-15,10,/,/,-6
COc1ccc(C2N(c3ccc(Cl)cc3)N=C(C(C)=O)N(C)N2C(C)=O)cc1 (configuration not stated),/,4,0,3,-0.1,/,4
COc1ccc(S(=O)(=O)N2CCN(c3cccc(C)c3C)CC2)cc1,-20,/,3,2,-0.1,1,-5
CN1CCN(C(=O)C[C@@H]2CC[C@H]3[C@@H](COC[C@H](O)CN3C(=O)C3CCOCC3)O2)CC1,-4,1,-2,-2,-0.1,8,-33
COc1ccc(C(=O)OC(C)CN2CCN(C)CC2)cc1 (configuration not stated),-4,-1,-2,3,/,-24,0
CC1CCC2(CC1)NC(=O)N(CC(=O)N1CCOCC1)C2=O (configuration not stated),-10,-5,-9,?,-0.2,-7,3
C[C@@H]1CCCCO[C@@H](CN(C)Cc2ccc(Cl)c(Cl)c2)[C@H](C)CN([C@H](C)CO)C(=O)c2cc(NS(=O)(=O)c3ccccc3)ccc2O1,/,7,-1,7,0.2,5,0
O=C(Nc1cc(F)ccc1F)N[C@H]1C=C[C@@H](CC(=O)N2CCc3ccccc3C2)O[C@@H]1CO,11,0,3,2,-0.3,-1,3
O=C(Nc1ccccc1)c1ccc(-c2ccccc2)s1,/,5,-2,1,-1.9,/,-8
COc1nc(C)cc(C)c1S(=O)(=O)c1ccc(Cl)cc1,2,-3,-2,-6,/,-2,-6
Cc1cccc(NC(=O)C2CCN(S(=O)(=O)c3ccc4c(c3)C(C)(C)C(=O)N4C)CC2)c1C,-6,2,3,4,6.2,/,4
O=C(CSc1nc2ccccc2c(=O)n1-c1ccc(F)cc1)NC1CCS(=O)(=O)C1 (configuration not stated),-13,-4,4,2,/,-2,5
Cc1cc(=O)[nH]c(SCc2cccc3cccnc23)n1,5,-1,6,1,/,-11,-2
Cc1nnc2n1N=C(c1ccc(F)cc1F)CS2,4,-3,-3,?,/,4,-5
COC(=O)C1=C(C)N(C)C(=NCc2ccc(C(F)(F)F)cc2)NC1c1cccc(F)c1 (configuration not stated),/,3,3,2,-0.1,/,-13
CO[C@@H]1CN(C)C(=O)c2cc(NC(C)=O)ccc2OC[C@H](C)N(CC2CC2)C[C@@H]1C,-4,0,-3,-2,-0.2,1,16
CN(C)c1cccc(C(=O)OCC(=O)c2ccc[nH]2)c1,-10,-2,-1,5,-3.2,-6,4
CCC(=O)N[C@H]1C=C[C@@H](CC(=O)NCC2CC2)O[C@@H]1CO,/,1,1,?,-0.1,/,18
CCN1CCC2(CCN(Cc3cn[nH]c3-c3ccc(OC)c(F)c3)C2)C1 (configuration not stated),/,0,-2,8,/,/,-2
Cc1ccc(S(=O)(=O)N2CCOCC2)cc1NC(=O)COC(=O)c1cccc(Cl)c1Cl,0,1,3,-7,/,-4,-3
CC(C)n1ncc2c(C(=O)Nc3ccc(S(N)(=O)=O)cc3)cc(C3CC3)nc21,18,-2,-1,-1,/,2,-1
CCC(C)(C)c1ccc(Oc2ccc(N)cc2)cc1,8,-2,-3,1,-0.3,-3,0
CC(=O)Nc1ccccc1-c1ccccc1[N+](=O)[O-],4,/,0,13,0.1,5,-2
C=CCSc1nnc(N2C(=O)C(O)=C(C(=O)c3ccco3)C2c2ccccc2F)s1 (configuration not stated),30,3,-6,3,/,-11,-8
Cc1ccccc1OCC(=O)NNC(=O)CCc1ccccc1,1,-2,0,1,0.3,-9,-1
CCCN(C)C[C@H]1Oc2ncc(Br)cc2C(=O)N([C@@H](C)CO)C[C@@H]1C,5&1&-6,-6&0&0,2&-5&-6,-3&0&-3,0.3&-2.0,-2&0&4,-7&8&-5
Cn1cc(CCC(=O)N2CCCC(C(=O)c3ccc(C(C)(C)C)cc3)C2)cn1 (configuration not stated),/,1,-2,7,/,/,3
N#CC1=C(Nc2ccccc2Cl)SC(c2ccncc2)NC1=O (configuration not stated),/,2,-1,-13,0.1,/,1
Cc1ccc(C(=O)N/N=C(/CC(=O)c2cccs2)C(F)(F)F)cc1,/,-1,5,13,/,2,3
C[C@@H]1CN([C@H](C)CO)C(=O)c2cc(-c3ccc(C#N)cc3)cnc2O[C@H]1CN(C)C(=O)c1ccccc1,-4&6&-13,0&-7&-4,0&0&-1,-6&-3&17,3.0&0.0,1&0&-6,-3&-29&-25
COc1ccc(S(=O)(=O)N(C)C[C@@H]2Oc3ccc(NC(=O)NC(C)C)cc3CC(=O)N([C@@H](C)CO)C[C@H]2C)cc1,-6,3,-2,-2,0.0,0,7

# At a glance, some entries already given.
SMILES,Statin myotox sup,SIRT5 block,ERp5 block,DENV2 CPE,E-selectin induc,PglD inh,S100A4 inh HTS
CCC(=O)N[C@H]1C=C[C@@H](CC(=O)NCC2CC2)O[C@@H]1CO,/,1,1,?,-0.1,/,18
CCN1CCC2(CCN(Cc3cn[nH]c3-c3ccc(OC)c(F)c3)C2)C1 (configuration not stated),/,0,-2,8,/,/,-2
Cc1ccc(S(=O)(=O)N2CCOCC2)cc1NC(=O)COC(=O)c1cccc(Cl)c1Cl,0,1,3,-7,/,-4,-3
CC(C)n1ncc2c(C(=O)Nc3ccc(S(N)(=O)=O)cc3)cc(C3CC3)nc21,18,-2,-1,-1,/,2,-1
CCC(C)(C)c1ccc(Oc2ccc(N)cc2)cc1,8,-2,-3,1,-0.3,-3,0
CC(=O)Nc1ccccc1-c1ccccc1[N+](=O)[O-],4,/,0,13,0.1,5,-2
C=CCSc1nnc(N2C(=O)C(O)=C(C(=O)c3ccco3)C2c2ccccc2F)s1 (configuration not stated),30,3,-6,3,/,-11,-8
Cc1ccccc1OCC(=O)NNC(=O)CCc1ccccc1,1,-2,0,1,0.3,-9,-1
CCCN(C)C[C@H]1Oc2ncc(Br)cc2C(=O)N([C@@H](C)CO)C[C@@H]1C,5&1&-6,-6&0&0,2&-5&-6,-3&0&-3,0.3&-2.0,-2&0&4,-7&8&-5
Cn1cc(CCC(=O)N2CCCC(C(=O)c3ccc(C(C)(C)C)cc3)C2)cn1 (configuration not stated),/,1,-2,7,/,/,3
N#CC1=C(Nc2ccccc2Cl)SC(c2ccncc2)NC1=O (configuration not stated),/,2,-1,-13,0.1,/,1

# Next entries
SMILES,Statin myotox sup,SIRT5 block,ERp5 block,DENV2 CPE,E-selectin induc,PglD inh,S100A4 inh HTS
O=C(Nc1ccc(-c2ccc(N3CCCCC3)nn2)cc1)c1ccco1,-35,10,-4,?,/,2,10
O=Cc1cccc(OCc2cccc3ccccc23)c1,9,1,-6,?,0.1,2,-1
COc1ccc(-c2ccc(F)cc2)cc1[C@H]1[C@H]2C=CC[C@@H](C)[C@@H]2C(=O)N1Cc1ccccc1,-34,/,-3,-6,-0.7,-3,-3
Cc1occc1-c1nnc(SCC(=O)c2c(N)n(C3CC3)c(=O)[nH]c2=O)n1C,2,-1,8,9,0.2,4,-4
CC1(C)Cc2c(cnn2-c2ccccc2)C(=O)/C1=N\NC(=O)c1ccccc1,18,/,2,/,/,-1,1
COc1ccc(C2C(C(C)=O)=C(O)C(=O)N2c2ccc(O)cc2)cc1 (configuration not stated),-3,-2,7,4,2.1,-16,-1
S=c1[nH]nc(-c2ccc(Cl)cc2Cl)n1-c1ccccc1,18,-3,-3,-4,-0.1,-6,-3
COc1ccc2c3c([nH]c2c1)[C@H](CO)N(C(=O)C1CCOCC1)CC31CCN(C(=O)NC(C)C)CC1,/,-4,8,-3,-0.2,/,-11
COC(=O)Nc1ccc(SCC(=O)c2ccccc2)cc1,/,0,-9,?,4.1,/,-8
COc1ccccc1N(CCC#N)C(=S)Nc1ccc(S(=O)(=O)N2CCOCC2)cc1,-1,1,3,2,-0.1,0,-2
CN1CCC(N(C)S(=O)(=O)c2ccc(NC(=O)COc3ccc([N+](=O)[O-])cc3)cc2)CC1,-13,-1,-2,6,/,8,-4
O=C(C[C@H]1CC[C@@H]2[C@H](COC[C@H](O)CN2S(=O)(=O)c2ccc(Cl)cc2)O1)N[C@@H]1CCN(Cc2ccccc2)C1,-5,1,-1,-2,0.2,-1,-14
C[C@H]1CCCCO[C@H](CN(C)S(=O)(=O)c2ccc(F)cc2)[C@@H](C)CN([C@@H](C)CO)C(=O)c2cc(NS(=O)(=O)c3cn(C)cn3)ccc2O1,/,6,-2,13,/,1,0
C[C@@H]1CN([C@H](C)CO)S(=O)(=O)c2ccc(-c3cncnc3)cc2O[C@@H]1CN(C)Cc1ccccn1,41,-2,7,-9,0.7,1,3
Nc1ncnc2c1ncn2[C@@H]1O[C@H](C(=O)N2CCCN(Cc3cccs3)CC2)[C@@H](O)[C@H]1O,-3,-4,-2,-5,3.0,0,0
COc1ccccc1OCCOc1ccc(/C=C2\C(=N)N3N=C(S(C)(=O)=O)SC3=NC2=O)cc1,-1,7,6,1,2.0,-7,-5
